SKN-1 inh – suppressors of acrylamide-induced Pgst-4::GFP reporter in worms, primary screen, SKN-1 inhibitor project, whole organism, uHTS, GFP/RFP fluorescence ratio, strain VP596; C. elegans VP596 Pgst-4::GFP/RFP ratio, 24 h; hit rate 0.49% among 360,000; inhibition, % at 21.8 µM;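 active means interference check ratio from 0.5 to 1.5 plus GFP to RFP signal ratio inhibition reaching or exceeding a fixed threshold, cut at about 30% in these data, passing the limit was not always enough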; further: some compounds called inactive have numbers as strong as hits
Scp1 inh – Scp-1 phosphatase inhibitors, primary screen, biochemical, colorimetric, uHTS. Carboxy-terminal domain RNA polymerase II polypeptide A small phosphatase 1 (Homo …. Recombinant Scp1, phosphopeptide, malachite green phosphate absorbance. inhibition, % at 20 µM. hit rate 0.88% among 340,000;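 active means inhibition above about 50% at 20 µM, limit read from the data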;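 further: plate controls were DMSO wells with enzyme for no effect and wells lacking enzyme for full effect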
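Incubation: 45 min enzyme reaction at room temperature / System: truncated SCP-1 phosphatase (76-261aa) / Reagent: Phospho 17-mer peptide substrate / Buffer or medium: Acidic Tris acetate buffer with magnesium and detergent / Signal: absorbance at 630 nm / Doses: one concentration, 20 µM, with 1.0% DMSO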
LMPTP inh – LMPTP phosphatase inhibitors, primary screen, biochemical, fluorescence intensity, uHTS; recombinant LMPTP-A, OMFP fluorogenic substrate; hit rate 0.22% among 360,000; inhibition, % at 20 µM; Low molecular weight phosphotyrosine protein phosphatase (Homo sapiens), P24666;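 active means compounds that cut the enzyme signal by at least half of the control window in the single-dose screen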;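 further: plate controls were DMSO wells with enzyme plus substrate for no effect and substrate without enzyme for full effect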
Target sequence (P24666 whole entry, looked up): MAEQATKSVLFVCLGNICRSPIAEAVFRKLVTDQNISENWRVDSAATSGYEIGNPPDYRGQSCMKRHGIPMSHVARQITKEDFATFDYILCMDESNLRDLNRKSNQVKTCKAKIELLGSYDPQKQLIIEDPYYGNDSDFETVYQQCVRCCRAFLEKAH
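Assay system: LMPTP-A enzyme. Input: 0.625 nM LMPTP-A final. Probe or stimulus: 400 µM OMFP. Compound dosing: single 20 µM dose. Schedule: 50 min dark incubation at room temperature. Detection: fluorescence intensity of OMFP turnover product. Read-out: percent inhibition versus substrate-only and uninhibited controls. Benchmarks: no-enzyme low control, uninhibited high control.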
SUMO1-SIM PPI – modulators of SUMO1 protein-protein interactions, primary screen, biochemical, uHTS; Small ubiquitin-related modifier 1 (Homo sapiens), P63165; SUMO1 binding to a labelled peptide, TR-FRET, 1 h; inhibition, % at 20 µM; hit rate 0.33% among 360,000; in the data active means inhibition above about 37%
Tb MetRS inh – T. brucei MetRS inhibitors, primary screen, biochemical, luminescence. purified T. brucei MetRS, ATP depletion, Kinase-Glo luminescence. inhibition, % at 11.9 µM. hit rate 0.4% among 360,000. AID 624268, 2012;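 active means inhibition above a per-plate cutoff of the control wells' mean inhibition plus 3 SD, cut at about 5.5% in these data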;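 further: 0% = DMSO wells median and 100% = median of wells with control inhibitor compound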
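Material: parasite MetRS enzyme / Replication: singlicate, one well per compound / Signal: luminescence of leftover ATP / Schedule: 2 h aminoacylation at 25 °C after 15 min preincubation / Medium: HEPES-MgCl2-KCl buffer plus DTT, spermine, BSA, pyrophosphatase / Doses: 11.9 µM single point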
STEP block – STEP phosphatase inhibitors, primary screen, biochemical, fluorescence intensity, uHTS; Tyrosine-protein phosphatase non-receptor type 5 (Homo sapiens), P54829; recombinant STEP, OMFP fluorogenic substrate; inhibition, % at 20 µM; hit rate 0.25% among 360,000;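 active means inhibition at 20 µM, scaled per plate between control wells, above about 37%, limit read from the data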;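 further: 0% = DMSO with enzyme and substrate and 100% = substrate only without enzyme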
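System: STEP (striatal-enriched tyrosine phosphatase) enzyme, cell-free; medium: Bis-Tris pH 6.0 buffer with DTT, detergent; dosing: 20 µM, 1% DMSO; times: reaction 20 min, ambient temperature; detection: fluorescence, 480/540 nm; read-out basis: normalized % inhibition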
NadD block – inhibitors of S. aureus NadD, primary screen, biochemical, colorimetric, uHTS; Nicotinate-nucleotide adenylyltransferase NadD (Staphylococcus aureus N315); purified NadD enzyme, colorimetric absorbance read-out; inhibition, % at 20 µM; hit rate 0.78% among 360,000; AID 602399, 2012; in the data active means inhibition above about 26%; further: some compounds past the cut are filed as inactive
CendR NRP1 mod – modulators of CendR peptide binding to NRP-1, primary screen, biochemical, fluorescence polarization, uHTS | FAM-RPARPAR peptide binding to NRP-1 | inhibition, % at 25 µM | hit rate 0.85% among 360,000 | AID 602438, 2012;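 active means inhibition or corrected inhibition above about 18%, plus a signal ratio from 0.5 to 1.5, limit read from the data, passing the limit was not always enough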; further: strong numbers were not always called active
Target sequence (O14786 whole entry, looked up): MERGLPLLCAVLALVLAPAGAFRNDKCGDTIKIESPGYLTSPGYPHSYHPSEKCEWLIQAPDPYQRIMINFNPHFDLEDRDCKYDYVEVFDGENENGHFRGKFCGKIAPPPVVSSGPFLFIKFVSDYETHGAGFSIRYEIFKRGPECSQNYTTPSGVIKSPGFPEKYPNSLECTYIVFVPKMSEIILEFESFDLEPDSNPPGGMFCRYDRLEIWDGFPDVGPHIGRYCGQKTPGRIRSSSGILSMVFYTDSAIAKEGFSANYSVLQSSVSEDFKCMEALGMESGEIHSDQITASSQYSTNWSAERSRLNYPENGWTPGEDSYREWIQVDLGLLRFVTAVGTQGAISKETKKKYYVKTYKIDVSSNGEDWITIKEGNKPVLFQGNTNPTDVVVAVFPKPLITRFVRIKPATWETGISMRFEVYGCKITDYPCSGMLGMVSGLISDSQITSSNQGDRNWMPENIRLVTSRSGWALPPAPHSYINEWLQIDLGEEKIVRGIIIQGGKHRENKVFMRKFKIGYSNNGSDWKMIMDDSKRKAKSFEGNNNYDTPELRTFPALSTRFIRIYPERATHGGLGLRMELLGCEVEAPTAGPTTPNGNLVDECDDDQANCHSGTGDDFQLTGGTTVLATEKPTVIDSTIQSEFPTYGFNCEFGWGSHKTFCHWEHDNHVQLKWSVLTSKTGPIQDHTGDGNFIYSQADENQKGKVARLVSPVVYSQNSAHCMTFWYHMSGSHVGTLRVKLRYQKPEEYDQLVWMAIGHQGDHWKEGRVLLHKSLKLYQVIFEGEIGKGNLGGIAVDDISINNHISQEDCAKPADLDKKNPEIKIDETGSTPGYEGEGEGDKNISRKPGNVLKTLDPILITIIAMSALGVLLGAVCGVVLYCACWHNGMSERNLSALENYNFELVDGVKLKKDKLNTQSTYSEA
Neddyl block – inhibitors of cullin neddylation, primary screen, biochemical, TR-FRET, uHTS, NAE and Ubc12; NEDD8-conjugating enzyme Ubc12 (Homo sapiens) + NEDD8-activating enzyme E1 regulatory …; calls only at 25 µM; hit rate 0.58% among 360,000; AID 651699, 2012; in the data active means inhibition above about 36%
DNMT1 inh – human DNMT1 methyltransferase inhibitors, primary screen, biochemical, molecular beacon, fluorescence, HinP1I cleavage, uHTS | inhibition (reported as % activation of signal), % at 10 µM | hit rate 0.83% among 360,000 | AID 588458, 2011; in the data active means inhibition above about 50%
* marks the source's active call; other numbers are inactive results; i = inactive; · = not tested or not shown.

Structure	SKN-1 inh	Scp1 inh	LMPTP inh	SUMO1-SIM PPI	Tb MetRS inh	STEP block	NadD block	CendR NRP1 mod	Neddyl block	DNMT1 inh
O=C(O)CSc1nnnn1-c1ccc2c(c1)OCCO2	-15.3	-2.0	-1.3	4.1	1.1	0.5	-2.2	-0.7	i	0.7
Cc1cc(C)c(C)c(S(=O)(=O)N2CCNCC2)c1C	-3.0	-10.7	1.0	2.6	0.3	4.0	-4.6	-3.5	i	-0.2
CCc1ccccc1NCC(=O)Nc1ccccc1C(=O)OC	9.0	-2.7	-1.3	-1.1	0.3	4.9	-3.1	-1.2	i	5.8
Cc1cc(C)cc(N(CC(=O)N/N=C/c2ccncc2)S(=O)(=O)c2ccccc2)c1	6.8	2.6	-0.4	-5.7	-0.5	-1.5	2.3	-8.2	i	0.7
O=C1NC[C@H](CC2CCCCC2)N(CCc2cccc3ccccc23)C1=O	10.1	·	3.9	8.4	-0.5	·	9.4	-1.4	i	·
Cc1ccc(-n2nc3c(c2NC(=O)c2ccc4c(c2)OCO4)CS(=O)C3)c(C)c1 (stereo not drawn)	2.1	-3.8	-2.7	-3.2	-0.3	-1.4	0.5	9.7	i	1.7
N#CCC(=O)Nc1ccc(C(F)(F)F)cc1N1CCOCC1	5.1	-3.4	0.1	-1.8	2.2	4.7	0.2	0.1	i	-3.2
Cc1nnc(SCC(=O)N2CCN(S(=O)(=O)c3ccc(Cl)cc3)CC2)n(N)c1=O	-2.9	-10.8	-0.2	5.2	0.2	-4.4	3.3	-2.4	i	-0.9
COc1ccc(-n2nc(C(=O)NCC(=O)N3CCCCC3)c3ccccc3c2=O)c(OC)c1	8.4	-5.8	-0.2	-2.8	-1.2	-2.1	-7.9	11.6	i	1.2
CC(=O)NCCc1ccc(S(=O)(=O)N2CCCC2)cc1	-4.7	-1.9	-0.7	-3.2	0.0	1.8	2.8	15.6	i	-1.2
COC(=O)C1=NN(C(C)=O)C2(CC(=O)N(c3cc(C)cc(C)c3)C2=O)C1 (stereo not drawn)	9.8	-6.3	-0.9	2.6	-0.6	-3.5	-2.9	3.1	i	2.2
O=C1C2C3CCCC3=C3CCCC3C2C(=O)N1c1ccc(Cl)cc1 (stereo not drawn)	3.4	-7.5	-0.7	3.6	-0.6	-0.6	4.5	-14.8	i	1.7
COc1cc(COCC(O)CN2CCN(CCN3C(=O)c4cccc5cccc(c45)C3=O)CC2)cc(OC)c1OC (stereo not drawn)	0.2	-4.6	2.3	-26.0	-0.2	-0.4	-6.6	-0.8	i	14.2
CCN(C(=O)CCc1nnc2ccc(NCc3ccco3)nn12)c1ccccc1	-11.8	2.7	-0.2	7.3	-0.5	-1.4	4.8	-5.5	i	-1.8
O=C(COC(=O)C12CC3CC(CC(Cl)(C3)C1)C2)Nc1ccccc1	6.3	-9.7	1.6	4.4	0.2	0.6	-3.1	0.8	i	-5.3
O=C(CSCC(=O)N1CCCCC1)Nc1nc(-c2ccccc2)c(-c2ccccc2)s1	-6.1	-9.2	3.9	4.1	0.2	1.8	-2.2	10.4	i	-11.4
S=C(NCCc1ccccn1)Nc1ccc(Cl)cc1Cl	10.4	-2.2	-0.3	-3.3	0.0	3.1	0.2	14.9	i	-0.7
CSCCC(NC(=O)c1ccccc1)C(=O)NNC(=O)c1csc(N2CCOCC2)n1 (stereo not drawn)	3.5	-2.2	1.2	11.5	-0.1	-1.4	-1.9	11.3	i	-0.3
Nc1nc(SCCOc2ccccc2)n[nH]1	-6.2	0.6	-1.4	-1.7	-1.0	2.8	-2.7	-1.4	i	0.9
Cc1ccc(N2CCN(S(=O)(=O)N3CCOCC3)CC2)cc1C	5.1	3.5	-0.5	-1.4	0.1	0.5	-3.6	-5.8	i	1.9
CCCC(C(=O)NC1CCCC1)N(C(=O)Cn1nnc(-c2ccc(C)o2)n1)c1cccc(O)c1 (stereo not drawn)	9.6	7.0	-1.5	-5.1	-0.9	0.4	-3.0	2.2	i	-2.1
CC(C)C(=O)NC(c1cccs1)c1cc([N+](=O)[O-])c2cccnc2c1O (stereo not drawn)	13.1	-30.4	12.8	-15.7	-0.3	4.8	9.4	2.3	i	-13.7
O=C(CCNS(=O)(=O)c1ccc(Br)s1)N1CCCCC1	17.7	1.7	-1.8	2.7	-0.7	-1.7	0.2	-15.0	i	0.3
CC1CCCN(C(=O)COC(=O)c2ccc(=O)n(Cc3ccccc3)n2)C1 (stereo not drawn)	-1.9	-0.1	-1.0	-8.3	0.0	-0.8	-1.5	-13.3	i	-0.4
CN1/C(=C\C(=O)c2cncc(Br)c2)C(C)(C)c2ccccc21	65.2	-2.7	1.3	-10.7	-0.4	-2.7	1.5	-49.0	·	0.2
CCOC(=O)C1CCCN(C(=O)Cc2ccc(Cl)cc2)C1 (stereo not drawn)	2.1	-8.1	0.3	1.5	-1.3	-3.2	-3.0	-3.9	i	-2.3
CCN(CC)C(=O)CCc1nnc(Cc2cccc(C(F)(F)F)c2)o1	8.0	0.7	2.2	-2.6	-1.8	-1.0	-2.5	11.6	i	1.3
Cc1ccc(/C(O)=C2/C(=O)C(=O)N(Cc3cccnc3)C2c2ccccn2)cc1 (stereo not drawn)	-42.5	6.3	-0.5	-7.7	-1.8	0.3	-3.3	3.8	i	4.6
CC1CCN(C(=O)c2nc[nH]c2C(=O)N2CCc3ccccc3C2)CC1	7.4	-6.5	-1.2	1.3	0.6	-2.6	-0.5	28.8*	i	-2.6
O=C(c1ncc[nH]1)c1cccs1	9.2	-14.9	-2.6	-0.9	0.5	0.8	8.2	-2.3	i	0.9

Records listed so far shown as hits in CendR NRP1 mod:
| Structure | SKN-1 inh | Scp1 inh | LMPTP inh | SUMO1-SIM PPI | Tb MetRS inh | NadD block | CendR NRP1 mod | Neddyl block | DNMT1 inh |
| --- | --- | --- | --- | --- | --- | --- | --- | --- | --- |
| CC1CCN(C(=O)c2nc[nH]c2C(=O)N2CCc3ccccc3C2)CC1 | 7.4 | -6.5 | -1.2 | 1.3 | 0.6 | -0.5 | 28.8* | i | -2.6 |

Fetched by structure from the entries so far, 2 records:
Structure	SKN-1 inh	Scp1 inh	LMPTP inh	SUMO1-SIM PPI	Tb MetRS inh	STEP block	NadD block	CendR NRP1 mod	Neddyl block	DNMT1 inh
COC(=O)C1=NN(C(C)=O)C2(CC(=O)N(c3cc(C)cc(C)c3)C2=O)C1 (stereo not drawn)	9.8	-6.3	-0.9	2.6	-0.6	-3.5	-2.9	3.1	i	2.2
O=C(CSCC(=O)N1CCCCC1)Nc1nc(-c2ccccc2)c(-c2ccccc2)s1	-6.1	-9.2	3.9	4.1	0.2	1.8	-2.2	10.4	i	-11.4

The list continues:
Structure	SKN-1 inh	Scp1 inh	LMPTP inh	SUMO1-SIM PPI	Tb MetRS inh	STEP block	NadD block	CendR NRP1 mod	Neddyl block	DNMT1 inh
COc1ccc(N2CCN(C(=O)CSc3ncccc3-c3nc4ccccc4[nH]3)CC2)cc1	-0.8	-4.1	2.8	8.4	4.4	-2.4	19.3	-61.5	i	-6.1
c1ccc(-c2noc(-c3cccnc3)n2)cc1	11.2	-2.0	0.0	-1.2	-1.4	0.4	-4.5	-6.9	i	3.5
CC(=O)Nc1c(-c2ccc3ccccc3c2)nc2ccccn12	10.1	-3.4	-1.7	-27.5	-2.5	2.2	-5.2	-0.6	·	-1.4
COc1ccccc1CC1S/C(=N/N=C/c2ccco2)NC1=O (stereo not drawn)	7.2	-6.7	0.6	-2.2	-0.1	4.8	-7.3	-1.6	i	-5.5
O=C(COC(=O)c1ccccn1)Nc1c(Cl)cccc1Cl	24.1	2.6	-3.5	-0.8	-0.3	3.3	3.0	-0.4	i	1.7
CCOC(=O)c1c(C)[nH]c(C)c1C(=O)Cn1nnc(-c2ccccc2C)n1	-0.5	-7.3	1.1	5.2	0.3	1.4	-13.4	-2.7	i	-4.2
CC(=O)N1CCN(S(=O)(=O)c2cccc(C(=O)N(Cc3ccccc3)c3ccc(C)cc3)c2)CC1	11.7	-4.2	-8.1	-15.5	-0.4	0.9	5.5	-17.8	i	1.4
CC(C)n1nc(C(=O)Oc2ccc(Cl)cc2)c2ccccc2c1=O	10.2	0.6	1.6	4.7	-0.9	1.8	-3.0	2.7	i	3.4
COc1nnc(-c2ccc(C)cc2)c2ccccc12	-1.1	-8.6	-2.3	1.3	-1.1	-0.3	-4.0	-9.9	i	2.6
Cn1c(=O)n(C)c2cc(NS(=O)(=O)c3ccccc3)ccc21	-0.7	-4.0	-0.2	-4.4	-0.1	0.3	1.3	-12.0	i	1.9
CC(C)C[C@H](NC(=O)C1CC(=O)N(c2ccc3c(c2)OCCO3)C1)C(=O)NC1CCCC1 (stereo partly drawn)	-3.6	-15.6	-1.1	5.1	-0.3	1.1	-4.2	15.4	i	-0.9
N#CCC(=O)NN=C1CCCCCCCCCCC1	-14.9	6.0	-1.2	-2.9	-2.7	-1.3	0.6	3.7	i	7.5
O=C(NN=C1c2ccccc2-c2ccccc21)c1ccccc1Br	13.7	-5.6	1.6	-21.8	-0.3	0.8	-1.6	-13.0	i	3.0
CCCC(=O)C1=C(c2ccccc2)C(C#N)(C#N)C(C#N)=C1N	14.1	2.5	0.6	-0.6	0.3	-1.8	-5.7	-3.3	i	-38.8
O=C(CSc1nnc(NC(=O)c2ccco2)s1)Nc1ccccc1Br	-0.4	-7.9	-1.1	2.3	-0.1	-1.2	2.0	2.4	i	1.9
CCc1nnc(N/N=C/c2c(Cl)cccc2Cl)n1N	10.0	-2.7	-0.6	-3.4	0.3	-0.1	5.3	-0.5	i	1.5
Cc1ccc2nc(-c3ccccc3)cc(C(=O)NCCCn3ccnc3)c2c1	-27.0	-2.2	-1.2	-9.1	-1.5	-8.1	-1.9	8.6	i	14.4
Cc1c(C(=O)N2CCCCC2)sc(N)c1C#N	14.3	3.8	-3.1	-1.1	-0.4	5.4	7.1	11.6	i	0.0
COc1ccc(CNCc2ccco2)cc1OCc1ccccc1	9.4	-3.0	-2.0	0.0	-0.5	1.6	-2.2	8.1	i	-1.4
CSc1nc(-c2ccccc2)ccc1C(N)=O	-0.9	-1.1	-0.1	-0.4	-0.5	-0.6	-2.4	0.9	i	-1.3
